Pol iota inh: DNA polymerase iota (human) inhibition | Pol iota fluorescent replication assay, 10 min | Potency, µM (highest dose often 115 µM), inactives show top-dose activity, negative = inhibition, usual class: inhibitors | hit rate 1% among 390,000 | AID 588590; note: potency is the fitted concentration of half-maximal effect
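Pol iota at 10 nM preincubated 15 min with compounds at room temperature; reaction started with fluorescent substrate, 50 nM final. Fluorescence read kinetically at 0 and 10 min; buffer-only wells as negative control.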
Anesthetic bind: candidate novel general anesthetic via apoferritin binding; P02791; apoferritin/1-aminoanthracene competitive binding, fluorescence; Potency, µM (series often up to 77.5 µM), inactives show at the highest dose activity change, negative = displacement, usual class: inhibitors; hit rate 0.074% among 350,000; AID 485281; note: potency is the fitted concentration of half-maximal effect; % is set by controls: 0 for no effect and ±100 for the full control effect; nearly all actives have a fitted effect of over 20% in size
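Apoferritin-based anesthetic binding model; compound displacement of fluorescent 1-AMA measured as endpoint fluorescence after 10 minutes at room temperature, scaled to free-ligand and complex controls.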
APE1 inh: blocks human APE1 abasic DNA cleavage. recombinant APE1, TAMRA/BHQ-2 abasic DNA cleavage fluorescence. Potency, µM (titrated, usually from 65.8 µM), without a hit: at the highest dose activity change, negative = inhibition, most hits filed as inhibitors. hit rate 0.35% among 350,000. AID 2517;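 note: potency is the fitted concentration of half-maximal effect; plate controls were vehicle for no effect and reference inhibitor for full effect; nearly all actives have a fitted effect of over 55% in size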
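Enzyme (0.75 nM final) and test compound are incubated 15 min at room temperature before adding 50 nM quenched THF abasic-site duplex. Cleavage dequenches TAMRA, followed at 525/598 nm over three reads one minute apart.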
TRHR ag: activates the human TRH receptor | P34981 | TRHR cells, calcium flux fluo-8, FDSS agonist mode | activation, % at 2 µM | hit rate 0.18% among 360,000 | AID 493084; in the data active = activation above about 30%; note: 0% is about no effect
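TRHR-expressing cells, plated overnight in medium with 10% serum, were loaded with fluo-8 calcium dye at room temperature. After a 10 s baseline, library compound was pin-added and calcium release was recorded kinetically (ex 480/em 530) as agonist response.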
Pol beta inh: blocks human DNA polymerase beta activity; Pol beta primer extension/strand displacement, fluorescence kinetic; hit rate 1.3% among 340,000; Potency, µM (doses to about 114 µM), for the others: at the highest dose activity change, negative = inhibition, most hits filed as inhibitors; P06746; note: potency is the fitted concentration of half-maximal effect; % is set by controls: 0 for no effect and ±100 for the full control effect
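Homogeneous kinetic assay of primer extension and strand displacement by 10 nM Pol beta, preincubated 15 min at room temperature with compound before 50 nM substrate (final) was added. Read at 0 and 10 min; four-parameter Hill fit.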
12-LOX inh: ALOX12 (human) lipoxygenase inhibition; Potency, µM (top dose mostly 108 µM), for the others: top-dose activity change, negative = inhibition, most hits filed as inhibitors; P18054; AID 1671190; purified 12hLO, xylenol orange hydroperoxide absorbance; hit rate 1.1% among 580,000; note: potency is the fitted concentration of half-maximal effect; % is set by controls: 0 for no effect and ±100 for the full control effect
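Hydroperoxide product was detected by ferrous iron/xylenol orange as the 573 to 405 nm absorbance ratio. Arachidonic acid at 40 uM (final) was turned over for 30 min at room temperature by 150 nM human 12hLO, pH 7.0 Hepes buffer, after 15 min compound preincubation.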
ERG-DNA inh: inhibitors of human ERG Ets domain-DNA interaction. P11308. fluorescence polarization, His-ERG Ets domain / labelled DNA. Potency, µM (highest dose often 76.9 µM), for the others: at the highest dose FP activity, negative = inhibition, actives largely listed as inhibitors. hit rate 0.028% among 370,000. AID 624246; active = well fitted inhibition curve with a large enough effect in the polarisation, with a control signal flat; inconclusive = small, poorly fitted or top-dose-only effect, or effect the other way, or a change in a side signal; inactive = no such curve, though single readings can be large or run the other way; the % refers to the polarisation;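 note: polarization taken with two DNA probes labelled with fluorescein and Texas red; potency is the fitted concentration of half-maximal effect; % of control where 0% means no effect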
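His-tagged ERG Ets domain (1 uM in the protein solution; 300mM KCl, 50mM Tris-HCl, 1mM EDTA, 1mM DTT, pH 7.5) received compound, then a probe mix of 5 nM fluorescein-DNA and 100nM Texas-615-DNA. Fluorescence polarization was read for both dyes.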
POLK inh: inhibitors of human DNA polymerase kappa; Q9UBT6; purified Pol kappa, fluorescent DNA synthesis assay, 10 min; Potency, µM (series often up to 107 µM), inactives show at the highest dose activity, negative = inhibition, hits mostly inhibitors; hit rate 0.53% among 400,000; AID 588579; note: potency is the fitted concentration of half-maximal effect; % is set by controls: 0 for no effect and ±100 for the full control effect
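Inhibition of 10 nM Pol kappa is measured by a fluorescent read-out at 0 and 10 min following addition of 50 nM substrate (final), with a 15-min room-temperature compound preincubation.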
BLM helicase inh: blocks DNA unwinding by human BLM helicase; recombinant BLM DNA unwinding, fluorescence dequenching; Potency, µM (titrated, usually from 56.1 µM), for inactives: at the highest dose activity change, negative = inhibition, actives largely listed as inhibitors; hit rate 0.2% among 350,000; AID 2528;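 note: potency is the fitted concentration of half-maximal effect; plate controls were vehicle for no effect and no enzyme for full effect; nearly all actives have a fitted effect of over 35% in size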
Target sequence (P54132 whole entry, looked up): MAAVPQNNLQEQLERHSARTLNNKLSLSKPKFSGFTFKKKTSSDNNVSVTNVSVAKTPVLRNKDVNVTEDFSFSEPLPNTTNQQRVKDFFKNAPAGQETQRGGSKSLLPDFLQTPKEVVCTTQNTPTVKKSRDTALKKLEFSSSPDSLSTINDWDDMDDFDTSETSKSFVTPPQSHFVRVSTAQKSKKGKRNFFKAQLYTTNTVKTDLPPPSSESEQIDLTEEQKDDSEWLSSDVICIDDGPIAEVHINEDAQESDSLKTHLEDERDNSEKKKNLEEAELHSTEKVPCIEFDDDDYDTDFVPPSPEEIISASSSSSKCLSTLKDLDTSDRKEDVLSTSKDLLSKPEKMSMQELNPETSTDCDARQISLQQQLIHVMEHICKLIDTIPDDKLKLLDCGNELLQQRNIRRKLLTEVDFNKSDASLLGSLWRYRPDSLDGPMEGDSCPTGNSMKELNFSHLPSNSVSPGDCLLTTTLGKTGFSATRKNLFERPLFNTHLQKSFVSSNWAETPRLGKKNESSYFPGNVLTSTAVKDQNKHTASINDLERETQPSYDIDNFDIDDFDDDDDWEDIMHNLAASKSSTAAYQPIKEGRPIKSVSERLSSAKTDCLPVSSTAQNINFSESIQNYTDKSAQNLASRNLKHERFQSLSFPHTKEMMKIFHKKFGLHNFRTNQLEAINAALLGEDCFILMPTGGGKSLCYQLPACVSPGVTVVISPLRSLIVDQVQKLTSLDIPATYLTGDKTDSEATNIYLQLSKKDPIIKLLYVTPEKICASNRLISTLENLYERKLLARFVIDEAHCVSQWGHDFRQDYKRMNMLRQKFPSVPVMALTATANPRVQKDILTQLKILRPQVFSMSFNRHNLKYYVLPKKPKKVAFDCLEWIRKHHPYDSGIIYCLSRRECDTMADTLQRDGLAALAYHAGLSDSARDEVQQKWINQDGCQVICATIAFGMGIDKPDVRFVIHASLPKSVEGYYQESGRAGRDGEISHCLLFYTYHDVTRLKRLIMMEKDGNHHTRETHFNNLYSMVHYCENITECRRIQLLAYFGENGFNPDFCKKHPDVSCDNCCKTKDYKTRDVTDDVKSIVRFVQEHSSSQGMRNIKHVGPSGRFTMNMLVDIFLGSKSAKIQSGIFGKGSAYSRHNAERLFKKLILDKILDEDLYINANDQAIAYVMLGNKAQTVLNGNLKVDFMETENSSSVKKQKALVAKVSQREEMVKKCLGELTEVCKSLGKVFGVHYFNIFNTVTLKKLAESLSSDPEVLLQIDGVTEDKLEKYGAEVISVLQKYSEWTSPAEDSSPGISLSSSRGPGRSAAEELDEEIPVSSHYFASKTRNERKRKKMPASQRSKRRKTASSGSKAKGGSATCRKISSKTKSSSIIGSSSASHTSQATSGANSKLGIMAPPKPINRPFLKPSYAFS
* hit, by the source's call; & = joins results of further samples; [ ] = remark or other dose. Unless noted, calls come from the whole dose curve; as a rule, active = well fitted curve in the direction sought with a large enough effect; inconclusive = small, poorly fitted or top-dose-only effect, or another doubt; inactive = no such curve, though single readings can be large; an effect the other way counts as inactive or inconclusive. An excerpt, so the mix of outcomes need not match the whole.

For Cc1nnc(SCC(=O)c2ccc(Cl)cc2)s1 the results were Pol iota inh 27%, Anesthetic bind inconclusive, APE1 inh -7%, TRHR ag -0.1, Pol beta inh -17%, 12-LOX inh -22%, ERG-DNA inh 8%, POLK inh 4% and BLM helicase inh 1%.
For CCNC(=O)c1ccc(N(C)S(=O)(=O)c2cccs2)cc1 the results were Pol iota inh 28%, Anesthetic bind -6%, APE1 inh -12%, TRHR ag 0.7, Pol beta inh -1%, 12-LOX inh 31%, ERG-DNA inh -15%, POLK inh 0% and BLM helicase inh 0%.
`CC(Cc1ccccc1)NC(=O)CC(c1ccccc1)c1ccccc1O` (stereo not drawn) gave Pol iota inh 132%[activator], Anesthetic bind -18%, APE1 inh 24%, TRHR ag -1.8, Pol beta inh -28%, 12-LOX inh -38%, ERG-DNA inh 1%, POLK inh -5% and BLM helicase inh -3%.
`CN1C(=O)CC(c2ccco2)Sc2ccccc21` (stereo not drawn) gave Pol iota inh -26%[58.9 µM], Anesthetic bind -15%, APE1 inh -4%, TRHR ag -0.5, Pol beta inh -43%, 12-LOX inh -28%, ERG-DNA inh -1%, POLK inh -19% and BLM helicase inh -4%.
Screening NNC(=O)c1cc2cc(Oc3ccccc3)ccc2[nH]1 returned Pol iota inh 66%[activator], Anesthetic bind inconclusive, APE1 inh 8%, TRHR ag -0.3, Pol beta inh 18%, 12-LOX inh -4%, ERG-DNA inh 12%, POLK inh 0% and BLM helicase inh -7%.
Screening CC(C)(C)OC(=O)C[C@H]1C/C=C\C[C@@H](CC(=O)N[C@@H](CO)Cc2ccccc2)C(=O)N2CCC[C@H]2COC1=O returned Pol iota inh 28%, APE1 inh 2%, 12-LOX inh -19%, ERG-DNA inh 13% and POLK inh 16%.
Screening CCOc1ccc(NC(=O)CC2C(=O)N(c3ccc(C)cc3)C(=O)N2C2CCCCC2)cc1 (stereo not drawn) returned Pol iota inh 6%, Anesthetic bind -20%, TRHR ag 1.1, Pol beta inh 28%, 12-LOX inh inconclusive, ERG-DNA inh 0%, POLK inh -1% and BLM helicase inh -9%.
`CN(C)c1nc(Cl)nc(N(C#N)CCOc2ccccc2)n1` gave Pol iota inh -20%, Anesthetic bind -5%, APE1 inh -4%, TRHR ag -0.2, Pol beta inh 0%, 12-LOX inh -11%, ERG-DNA inh 11%, POLK inh -10% and BLM helicase inh -13%.
NC(=O)C1CCCN(C(=O)c2ccc(Cl)cc2)C1 (stereo not drawn) was read as Pol iota inh 11%, Anesthetic bind 6%, APE1 inh 17%, TRHR ag 0.3, Pol beta inh 15%, 12-LOX inh 17%, ERG-DNA inh 1%, POLK inh 18% and BLM helicase inh -10%.
`O=C(O)CCc1ccc(-c2ccccc2)o1` gave Pol iota inh inconclusive, Anesthetic bind 1%, APE1 inh -5%, TRHR ag 0.9, Pol beta inh inconclusive, 12-LOX inh inconclusive, ERG-DNA inh 8%, POLK inh -8% and BLM helicase inh -1%.
O=C(O)CCCN1C(=O)C2C3CC(C2C1=O)C1C(c2ccccc2)c2sc(=O)n(-c4ccccc4)c2SC31 (stereo not drawn) was read as Pol iota inh 24%, Anesthetic bind -5%, APE1 inh 7%, TRHR ag 0.8, Pol beta inh -3%, 12-LOX inh 0%, ERG-DNA inh 13%, POLK inh 3% and BLM helicase inh -4%.
Screening COC(=O)CC1(C(=O)OC)Oc2ccc(Br)cc2C(=O)N1c1cc(Cl)c(Cl)cc1Cl (stereo not drawn) returned Pol iota inh 10%, Anesthetic bind 1%, APE1 inh -6%, TRHR ag 0.3, Pol beta inh 0%, 12-LOX inh 10%, ERG-DNA inh 17%, POLK inh 3% and BLM helicase inh -10%.
`C=CCc1ccc(OCC(O)CO)c(OC)c1` (stereo not drawn) gave Pol iota inh -3%, Anesthetic bind -9%, APE1 inh -1%, TRHR ag -0.1, Pol beta inh 28%, 12-LOX inh -14%, ERG-DNA inh -22%, POLK inh -7% and BLM helicase inh 2%.
For Cc1nn(C)c(C)c1NS(=O)(=O)c1ccccc1 the results were Pol iota inh -3%, Anesthetic bind -14%, APE1 inh -3%, TRHR ag -0.4, Pol beta inh -12%, 12-LOX inh 6%, ERG-DNA inh 2%, POLK inh -8% and BLM helicase inh -9%.
`COC(=O)c1ccc(N(CC(=O)NCC2CCCO2)C(=O)CCC(=O)Nc2cc(C)on2)cc1` (stereo not drawn) gave Pol iota inh 122%[activator], Anesthetic bind -10%, APE1 inh 38%, TRHR ag -0.5, Pol beta inh 22%, 12-LOX inh -5%, ERG-DNA inh -1%, POLK inh 0% and BLM helicase inh 0%.
`N#Cc1cc([N+](=O)[O-])ccc1NCC1CCCO1` (stereo not drawn) gave Pol iota inh 5%, Anesthetic bind -2%, APE1 inh 34%, TRHR ag 0.7, Pol beta inh 6%, 12-LOX inh -14%, ERG-DNA inh 13%, POLK inh -26% and BLM helicase inh 2%.
c1ccc(NCC2OCc3ccccc3CO2)cc1 was read as Pol iota inh -6%, Anesthetic bind 0%, APE1 inh 31%[activator], TRHR ag 0.3, Pol beta inh -1%, 12-LOX inh 5%, ERG-DNA inh -9%, POLK inh -6% and BLM helicase inh 1%.
CC(=O)c1sc(NC(=O)c2c(F)cccc2F)nc1C was read as Pol iota inh -8%, Anesthetic bind -18%, APE1 inh -4%, TRHR ag 0.0, Pol beta inh -6%, 12-LOX inh 123%[activator], ERG-DNA inh 10%, POLK inh -6% and BLM helicase inh -2%.
COc1ccc2c(c1)c1c3n2CCN(C)C3=NCC1 was read as Pol iota inh 3%, Anesthetic bind 2%, APE1 inh -3%, TRHR ag 0.0, Pol beta inh -10%, 12-LOX inh 0%, ERG-DNA inh 1%, POLK inh -17% and BLM helicase inh 30%&45%[activator].
For CCCCN(CC)CCCNC(=O)c1ccc(CSc2nc3ccncc3[nH]2)cc1 the results were Pol iota inh 62%[activator], Anesthetic bind -3%, APE1 inh 19%, TRHR ag -2.6, Pol beta inh 9%, 12-LOX inh -6%, ERG-DNA inh 1%, POLK inh -8% and BLM helicase inh 7%.

Entries listed so far containing an aryl thioether with sulfur outside any ring (two):
For Cc1nnc(SCC(=O)c2ccc(Cl)cc2)s1 the results were Pol iota inh 27%, Anesthetic bind inconclusive, APE1 inh -7%, TRHR ag -0.1, Pol beta inh -17%, 12-LOX inh -22%, ERG-DNA inh 8%, POLK inh 4% and BLM helicase inh 1%.
For CCCCN(CC)CCCNC(=O)c1ccc(CSc2nc3ccncc3[nH]2)cc1 the results were Pol iota inh 62%[activator], Anesthetic bind -3%, APE1 inh 19%, TRHR ag -2.6, Pol beta inh 9%, 12-LOX inh -6%, ERG-DNA inh 1%, POLK inh -8% and BLM helicase inh 7%.

New compounds follow:
For COc1ccc(Cc2nnc(NC(=O)C3CCN(C(=O)c4ccco4)CC3)s2)cc1 the results were Pol iota inh 63%[activator], Anesthetic bind 4%, APE1 inh 41%, TRHR ag 0.1, Pol beta inh 4%, 12-LOX inh -58%, ERG-DNA inh 3%, POLK inh 4% and BLM helicase inh -4%.
For Cc1ccc(N(CCCCN2C(=O)c3ccccc3C2=O)C(=O)c2cccc([N+](=O)[O-])c2)cc1 the results were Pol iota inh inconclusive, Anesthetic bind -9%, APE1 inh -6%, TRHR ag 1.0, Pol beta inh 1%, 12-LOX inh 0%, ERG-DNA inh 0%, POLK inh inconclusive and BLM helicase inh -8%.
O=C(c1ccco1)N1CCN(S(=O)(=O)c2ccc(Oc3ccccc3)cc2)CC1 was read as Pol iota inh -14%, Anesthetic bind 2%, APE1 inh -8%, TRHR ag -0.1, Pol beta inh 2%, 12-LOX inh -2%, ERG-DNA inh -5%, POLK inh -17% and BLM helicase inh -10%.
N#CCc1c(C#N)c(N)nc(Nc2ccccc2)c1C#N was read as Pol iota inh 66%[activator], Anesthetic bind -1%, APE1 inh 1%, TRHR ag 1.0, Pol beta inh 1%, 12-LOX inh -8%, ERG-DNA inh 3%, POLK inh -3% and BLM helicase inh -3%.
Cc1ccccc1-c1cc2nc(C)c(Cl)c(=O)n2[nH]1 was read as Pol iota inh 17%, 12-LOX inh 167%[activator], ERG-DNA inh 14% and POLK inh -10%.
O=C(NCCN1CCN(C(=O)Nc2ccccc2)CC1)Nc1ccccc1 was read as Pol iota inh 17%, Anesthetic bind -7%, APE1 inh 12%, TRHR ag 0.1, Pol beta inh 23%, 12-LOX inh 9%, ERG-DNA inh 2%, POLK inh 0% and BLM helicase inh -8%.
`Cc1ccc(S(=O)(=O)N2[C@@H](c3cccc(Cl)c3)C(C(=O)O)=CC[C@H]2c2cccs2)cc1` gave Pol iota inh 6%, APE1 inh 17%, TRHR ag -0.4, 12-LOX inh -27%, ERG-DNA inh 11% and POLK inh -5%.
O=C(COc1ccc(Cl)cc1Cl)NC(=O)NC1CCCC1 was read as Pol iota inh 5%, APE1 inh -18%, TRHR ag -0.2, 12-LOX inh -4%, ERG-DNA inh -6% and POLK inh -2%.
Screening COc1ccc(-c2cc3c(=O)n(CC(=O)Nc4cccc(Cl)c4)ncn3n2)cc1 returned Pol iota inh 34%[activator], Anesthetic bind -11%, APE1 inh -9%, TRHR ag 1.8, Pol beta inh inconclusive, 12-LOX inh -14%, ERG-DNA inh 6%, POLK inh 3% and BLM helicase inh -7%.
`CC(=O)CSc1nc2cc3c(cc2cc1C#N)OCCO3` gave Pol iota inh 149%[activator], Anesthetic bind -1%, APE1 inh -6%, TRHR ag 9.3, Pol beta inh -2%, 12-LOX inh 9%, ERG-DNA inh 0%, POLK inh -10% and BLM helicase inh 8%.
Screening CC1(c2ccc3ccccc3c2)NC(=O)N(CC(=O)N2CCN(S(=O)(=O)c3ccccc3F)CC2)C1=O (stereo not drawn) returned Pol iota inh 8%, Anesthetic bind -1%, APE1 inh 3%, TRHR ag 1.9, Pol beta inh -1%, 12-LOX inh 2%, ERG-DNA inh 14%, POLK inh -4% and BLM helicase inh -14%.
